PLCg1 inh = PLC-gamma1 enzyme inhibitors, primary screen, biochemical, fluorescence, purified enzyme; 0.84% of 370,000 active; fluorogenic substrate; 1-phosphatidylinositol 4,5-bisphosphate phosphodiesterase gamma-1 (Homo sapiens), P19174; inhibition, % at 12.2 µM; in the data active = inhibition above about 9.5%
ADAM10 inh = human ADAM10 inhibitors, primary screen, biochemical, QFRET, HTS. Disintegrin and metalloproteinase domain-containing protein 10 (Homo sapiens), O14672. recombinant ADAM10, EDANS/DABCYL FRET peptide cleavage, 3 h. inhibition, % at 7 µM. 0.62% of 370,000 active. AID 720582, 2013;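 active = inhibition above a per-campaign cutoff equal to the mean of compounds falling between control-based bounds plus 3 SD, cut at about 20% in these data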;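 also: 0% = DMSO wells while the 100% control is not disclosed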
LEDGF integ inh = blockers of LEDGF/p75-dependent integrase strand transfer – biochemical, TR-FRET, high throughput, primary screen | HIV-1 integrase (with human LEDGF/p75) | TR-FRET IN-LEDGF/p75 DNA integration, Eu/Cy5 | inhibition, % at 3.7 µM | 0.64% of 370,000 active | AID 743269, 2014;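 active = inhibition above the screen-wide mean plus 3 SD, cut at about 13% in these data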;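 also: signal is the Cy5 over europium emission ratio at 671 and 618 nm; 0% = plate median of compound wells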
DDE Tn7 FP inh = inhibitors of Tn7 peptide binding to fibrin DD(E), primary screen, biochemical, fluorescence polarization, human fibrin, Tn7 probe | Fibrinogen beta chain (Homo sapiens), P02675 | FP displacement of FITC-Tn7 peptide from fibrin DD(E); 0% = median of compound wells per plate | inhibition, % at 8.3 µM | 0.13% of 370,000 active;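 active = inhibition above the mean of compounds falling within the control limits plus 3 SD of them, cut at about 14% in these data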;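 also: 0% = plate median of compound wells and 100% = 10 µM Aha-Tn7 peptide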
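system = human fibrin DD(E) protein | quantity = DD(E) 2 µM final | medium = Tris/NaCl/CaCl2 buffer, pH 7.8 | also added = labelled Tn7 tracer, 0.1 µM | compound dosing = single point at 8.3 µM | timing = compound with protein 10 min, then 3 h after probe, room temperature | signal = FP measurement | benchmarks = Aha-Tn7 high control | repeats = one replicate per compound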
ARFGAP1 inh = inhibitors of rat ARFGAP1 GAP activity, primary screen, biochemical, fluorescence polarization, GDP tracer; ADP-ribosylation factor GTPase-activating protein 1 (Rattus norvegicus), Q62848; Arfgap1-stimulated ARF1 GTP hydrolysis, GDP FP detection; inhibition, % at 16.5 µM; 0.26% of 360,000 active; AID 651572, 2012;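 active = inhibition above a per-plate limit, mean inhibition of low control wells plus 3 SD, cut at about 25% in these data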;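 also: 0% = DMSO wells with enzyme and 100% = wells lacking Arfgap1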
Target sequence (Q62848 1-136 limits assumed): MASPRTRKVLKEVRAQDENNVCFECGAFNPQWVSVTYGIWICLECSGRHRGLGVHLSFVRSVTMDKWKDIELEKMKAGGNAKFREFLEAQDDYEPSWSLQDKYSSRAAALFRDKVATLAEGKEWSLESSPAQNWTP
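Repeats: one replicate per compound; assay system: rat Arfgap1 catalytic domain, aa 1-136; times: enzyme reaction 120 min at 25 °C after 20 min preincubation; detection: FP of antibody-bound GDP Alexa 633 tracer, ex 620/em 688 nm; benchmarks: high control wells lacking Arfgap1, low control full reaction with DMSO; reagent: human ARF1(Δ1-17)-GTP substrate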
TDP2 inh = human TDP2 enzyme inhibitors, primary screen, biochemical, epi absorbance, recombinant enzyme; 0.34% of 370,000 active; Tyrosyl-DNA phosphodiesterase 2 (Homo sapiens), O95551; inhibition, % at 12.8 µM; T5PNP hydrolysis, p-nitrophenol absorbance 415 nm;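 active = inhibition above the mean of all tested compounds plus 3 SD, set per campaign, cut at about 25% in these data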;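 also: 0% = DMSO with enzyme and 100% = buffer with substrate but no TDP2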
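Evaluation: % inhibition relative to enzyme-containing and enzyme-free wells. Material: recombinant human TDP2. Benchmarks: enzyme-free and DMSO wells. Timing: enzyme reaction with compound for 2 h at 37 °C. Compound dosing: 12.8 µM only. Measured by: p-Nitrophenol epi absorbance. Reagent: T5PNP substrate at 5 mM, a TopII-DNA adduct mimic. Replication: single well per compound.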
ADAM17 inh = ADAM17 inhibitors, primary screen, biochemical, QFRET; 0.83% of 370,000 active; AID 720648, 2013; recombinant ADAM17, EDANS/DABCYL FRET peptide cleavage; inhibition, % at 6.95 µM; Disintegrin and metalloproteinase domain-containing protein 17 (Homo sapiens), P78536;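 active = inhibition above the mean of compounds lying between control limits plus 3 SD, set per campaign, cut at about 8.5% in these data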;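 also: 0% = DMSO-only wells as the low control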
Target sequence (P78536 215-824 limits assumed): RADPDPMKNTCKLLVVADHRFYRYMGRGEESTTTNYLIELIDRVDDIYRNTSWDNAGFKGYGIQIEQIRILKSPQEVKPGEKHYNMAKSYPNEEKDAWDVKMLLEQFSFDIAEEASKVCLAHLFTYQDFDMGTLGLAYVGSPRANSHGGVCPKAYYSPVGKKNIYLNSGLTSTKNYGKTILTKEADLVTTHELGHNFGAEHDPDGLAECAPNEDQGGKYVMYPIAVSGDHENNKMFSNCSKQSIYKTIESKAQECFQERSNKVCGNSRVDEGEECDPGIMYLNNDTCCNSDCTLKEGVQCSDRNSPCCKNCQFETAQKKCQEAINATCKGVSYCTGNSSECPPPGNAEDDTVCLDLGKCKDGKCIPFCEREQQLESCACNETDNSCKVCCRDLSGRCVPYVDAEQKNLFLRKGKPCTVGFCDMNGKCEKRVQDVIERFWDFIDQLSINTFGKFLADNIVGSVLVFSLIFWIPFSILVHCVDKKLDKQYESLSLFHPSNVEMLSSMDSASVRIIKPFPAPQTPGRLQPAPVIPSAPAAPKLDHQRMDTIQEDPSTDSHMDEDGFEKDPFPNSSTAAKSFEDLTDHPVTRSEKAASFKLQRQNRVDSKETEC
ASAP1 inh = inhibitors of human ASAP1 ArfGAP activity, primary screen, biochemical, fluorescence polarization; Arf-GAP with SH3 domain, ANK repeat and PH domain-containing protein 1 (Homo sapiens), …; ASAP1-stimulated ARF1 GTP hydrolysis, GDP FP detection; inhibition, % at 16.5 µM; 0.19% of 360,000 active; AID 624377, 2012; in the data active = inhibition above about 25%;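 also: 0% = vehicle with enzyme and substrate and 100% = no enzyme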
DDE Tn6 FP inh = inhibitors of Tn6 peptide binding to fibrin DD(E), primary screen, biochemical, fluorescence polarization, human fibrin, Tn6 probe. Fibrinogen beta chain (Homo sapiens), P02675. Fibrin DD(E) TRITC-Tn6 fluorescence polarization displacement. inhibition, % at 8.3 µM. 0.21% of 370,000 active. AID 720509, 2013;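 active = inhibition above a per-campaign cutoff: mean of compounds within control limits plus 3 SD, cut at about 15% in these data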;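 also: 0% = median of all compound wells on the plate and 100% = blocking peptide control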
KLK7 zymogen act = proKLK7 zymogen activators, primary screen, biochemical, fluorescence intensity. Kallikrein-7 (Homo sapiens), P49862. purified proKLK7, EDANS-DABCYL substrate fluorescence; 100% is mature enzyme control, 0% vehicle. activation, % at 7 µM. 0.9% of 370,000 active. AID 652039, 2013;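 active = activation above the mean of all tested compounds plus 3 SD, computed per campaign excluding outliers beyond control limits, cut at about 13% in these data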
Target sequence (P49862 whole entry, looked up): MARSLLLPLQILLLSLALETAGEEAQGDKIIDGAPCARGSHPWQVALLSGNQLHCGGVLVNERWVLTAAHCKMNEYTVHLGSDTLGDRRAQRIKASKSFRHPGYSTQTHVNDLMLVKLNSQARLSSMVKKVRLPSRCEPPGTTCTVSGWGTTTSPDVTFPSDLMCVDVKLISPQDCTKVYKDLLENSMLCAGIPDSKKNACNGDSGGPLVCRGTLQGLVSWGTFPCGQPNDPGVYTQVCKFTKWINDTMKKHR
The depositor's hits bear a star; . = not tested or not shown.

No.	Compound	PLCg1 inh	ADAM10 inh	LEDGF integ inh	DDE Tn7 FP inh	ARFGAP1 inh	TDP2 inh	ADAM17 inh	ASAP1 inh	DDE Tn6 FP inh	KLK7 zymogen act
1	O=C(COC(=O)c1ncc(Cl)c(Cl)c1Cl)Nc1ccccc1OC(F)F	0.9	-3.0	-7.9	-0.8	-2.1	-8.1	5.8	4.4	-9.7	-0.9
2	Cn1c(=O)[nH]c(=O)c2c1nc(N1CCCCCC1)n2CCOc1ccccc1	10.7*	-7.7	-5.7	2.2	8.4	-12.8	-0.1	-3.2	-4.8	-0.1
3	O=C(COC(=O)CC1CC2CCC1C2)NC(=O)NCc1ccco1 (configuration not stated)	0.3	10.0	-5.2	1.0	-1.1	-3.0	-0.1	-4.8	19.5*	0.0
4	Cc1cc(C(=O)NNC(=O)COc2c(C)cc(Br)cc2C)n[nH]1	4.6	8.6	-2.7	-3.3	1.3	-6.5	-4.4	3.1	1.4	0.2
5	COC(=O)[C@]1(C)N[C@H](CN(C)C(=O)Nc2ccc(C(F)(F)F)cc2)[C@@H]2C(=O)N(C)C(=O)[C@@H]21	-2.1	-6.5	0.3	-0.5	0.6	-11.5	0.4	0.3	7.8	0.1
6	O=c1cc2c(nn1Cc1ccccc1)-c1ccccc1CC2	-1.4	0.7	-0.6	-0.5	3.9	11.3	-2.6	6.4	-1.3	-0.1
7	Cc1ccccc1OCCC(=O)Nc1ccccc1C(=O)N1CCCCC1	1.4	0.4	3.0	7.2	-17.2	3.4	-1.0	-11.0	5.1	-0.5
8	Cc1cccc(NC(=O)CN(C)S(=O)(=O)c2cccc3cccnc23)c1	-0.5	0.5	5.7	3.0	0.7	8.8	0.2	-3.4	-1.6	0.1
9	COc1ccc(-c2noc(-c3cc(C)cc(C)c3)n2)cc1OC	0.8	-3.3	4.4	-8.6	8.1	10.3	-1.6	3.2	-1.2	-0.8
10	CC1CC(C)CN(C(=O)c2ccc(Br)c(S(=O)(=O)N3CCOCC3)c2)C1 (configuration not stated)	-0.1	-12.8	-5.6	-0.5	9.4	-12.2	-3.1	-4.7	-6.4	0.2
11	CC(C)/C=N/NC(=O)c1cccc(N2CCCC2=O)c1	-2.2	-4.3	1.9	-4.2	3.9	2.6	-0.4	-2.9	-5.3	-0.3
12	COc1ccc(OC)c(N(CC(=O)NCc2ccccn2)S(C)(=O)=O)c1	0.7	0.4	4.4	-3.2	-5.8	7.6	-2.5	9.7	3.2	0.3
13	CC1CCN(c2c(NCC3CCC(C(=O)NCCc4ccc(Cl)cc4)CC3)c(=O)c2=O)CC1 (configuration not stated)	-0.9	0.2	-3.9	3.1	-4.0	13.6	-1.0	3.4	2.9	-0.3
14	CC(CNC(=O)COC(=O)c1cccs1)c1ccccc1 (configuration not stated)	1.5	-3.3	-0.2	-6.3	4.0	1.9	0.6	2.4	-0.2	0.5
15	C=CCN1C=CC(=CC=C(C#N)C#N)C=C1	-11.5	0.0	0.3	-11.6	-1.3	7.4	3.2	-4.5	-6.2	-0.2
16	COCCn1c(C)cc(C(=O)CSc2nnc(C3CC3)n2C2CC2)c1C	-0.2	-5.2	-5.8	-1.1	-4.5	9.9	-1.5	-8.5	6.5	-0.1
17	COC(=O)[C@]12C[C@H](CC(=O)NCc3ccccc3)C(=O)N(CCC3=CCCCC3)C1=C[C@H](C(C)(C)C)O[C@@H]2C	3.1	6.6	-3.8	2.2	4.1	-3.3	2.7	-6.4	-0.3	0.3
18	COc1ccc(-c2ccc(C(=O)NCc3cccs3)c3occc23)c(C)c1	-13.4	-29.7	2.4	5.6	7.0	8.5	-9.1	-1.0	-0.4	-2.4
19	O=c1[nH]c(=O)n(Cc2ccco2)c2c1C(C(F)(F)F)(C(F)(F)F)N=C(c1ccco1)N2	-21.8	-5.8	3.7	0.5	4.5	-2.6	-4.6	4.4	-4.0	0.8
20	Cc1ccc(S(=O)(=O)N2CCCCC2)cc1NC(=O)COC(=O)c1cccc(O)c1	-2.5	3.9	-1.1	2.2	14.3	-0.1	1.6	-1.1	-1.1	0.5
21	Cn1c(SCC(=O)Nc2ncc(C(F)(F)F)cc2Cl)nnc1-c1ccc(Cl)cc1	-1.5	-1.7	1.0	3.5	-7.7	8.1	-2.6	2.7	1.1	0.3
22	Cc1onc(-c2ccccc2Cl)c1C(=O)NC(=S)Nc1ccc(C(C)(C)C)cc1	2.6	4.8	5.5	4.2	4.1	-8.2	1.6	-10.7	10.9	-0.3
23	COc1ccc(C(=O)Nc2ccc(S(=O)(=O)NCc3ccco3)cc2)cc1OC	2.2	-3.0	-1.0	-3.1	-4.1	12.5	-2.5	-11.0	-4.2	1.0
24	O=C(O)c1ccc(NCc2cccnc2)c([N+](=O)[O-])c1	2.4	4.9	-1.7	2.0	7.7	3.3	-2.2	-2.0	3.8	-0.2
25	COc1ccc2oc(=N)c(C(=O)Nc3ccc(Cl)cc3)cc2c1	-70.3	-46.2	5.7	-3.9	6.1	4.0	-18.8	-4.7	-2.5	-4.4

Some of these compounds in order of molecular weight, low to high.
No.	Compound	PLCg1 inh	ADAM10 inh	LEDGF integ inh	DDE Tn7 FP inh	ARFGAP1 inh	TDP2 inh	ADAM17 inh	ASAP1 inh	DDE Tn6 FP inh	KLK7 zymogen act
6	O=c1cc2c(nn1Cc1ccccc1)-c1ccccc1CC2	-1.4	0.7	-0.6	-0.5	3.9	11.3	-2.6	6.4	-1.3	-0.1
4	Cc1cc(C(=O)NNC(=O)COc2c(C)cc(Br)cc2C)n[nH]1	4.6	8.6	-2.7	-3.3	1.3	-6.5	-4.4	3.1	1.4	0.2
5	COC(=O)[C@]1(C)N[C@H](CN(C)C(=O)Nc2ccc(C(F)(F)F)cc2)[C@@H]2C(=O)N(C)C(=O)[C@@H]21	-2.1	-6.5	0.3	-0.5	0.6	-11.5	0.4	0.3	7.8	0.1

More compounds.
No.	Compound	PLCg1 inh	ADAM10 inh	LEDGF integ inh	DDE Tn7 FP inh	ARFGAP1 inh	TDP2 inh	ADAM17 inh	ASAP1 inh	DDE Tn6 FP inh	KLK7 zymogen act
26	CCOC(=O)[C@]12CCCC3=C1N(CCC3)C(=O)[C@@H](CC(=O)NCCC(C)C)C2	0.7	-1.7	-1.1	-2.1	.	0.4	-0.9	.	-0.3	0.2
27	COc1ccccc1-c1c(C(F)(F)F)oc2cc(OC(=O)c3ccccc3[N+](=O)[O-])ccc2c1=O	-36.1	-5.0	-0.5	2.3	11.2	-8.6	5.4	-4.2	-1.7	0.5
28	CCN(CC)C(=O)c1ccc2c(=O)n(Cc3ccc4c(c3)OCO4)c(=S)[nH]c2c1	0.9	-3.4	-2.3	4.4	-4.7	9.6	-4.0	-0.6	6.6	-0.3
29	O=c1[nH]cncc1OCc1ccccc1	-0.3	-11.6	-1.8	-0.8	11.9	0.3	-3.3	5.7	5.9	-0.1
30	CCOc1cc(C2NC(=S)NC(C)=C2C(=O)Nc2ccc(OC)cc2)ccc1O (configuration not stated)	1.4	-6.8	-2.4	-2.4	5.1	7.2	-2.9	2.5	-2.4	-0.2
31	COc1cc(C(=O)Nc2ccc(N3CCOCC3)cc2)ccc1OCc1c(C)noc1C	-3.0	-4.8	1.2	-1.1	-0.2	4.0	-4.6	24.3	-2.5	-0.5
32	COc1cccc(C(=O)Nc2cccc(C(=O)NCC(C)C)c2)c1	1.0	4.7	-2.8	-1.6	8.3	2.1	3.1	16.5	1.3	0.1
33	NC(=O)CSc1nnc(-c2ccc3c(c2)OCO3)o1	9.5	6.5	5.0	-3.9	-0.1	-9.6	2.1	1.1	0.6	0.1
34	O=C(COC(=O)C(CO)NS(=O)(=O)c1ccc(Br)cc1)Nc1ccc2c(c1)OCCO2 (configuration not stated)	-3.4	-16.8	-1.5	-6.3	-3.8	5.6	-3.4	-2.2	2.2	0.1
35	O=C1CC(NCc2ccc3c(c2)OCO3)C(=O)N1Cc1ccc2c(c1)OCO2 (configuration not stated)	-3.4	-5.8	-1.8	6.2	-4.0	-4.7	-1.0	3.9	6.2	0.2
36	COc1cccc(N/N=C(\C#N)S(=O)(=O)C(C)(C)C)c1	3.8	-5.0	-3.9	3.7	0.9	6.0	-1.0	-9.9	-1.7	0.3
37	Nc1nc(NC(=O)c2cccc(S(=O)(=O)N3CCCCCC3)c2)nc(-c2ccccc2)n1	-0.3	0.5	0.5	-1.9	14.9	-2.8	-4.6	3.0	6.1	-0.2
38	CC(=O)N1c2ccccc2NC2=C(C(=O)CC(C)(C)C2)C1c1cccn1C (configuration not stated)	-8.5	-1.1	1.5	-1.2	7.3	-0.2	-2.7	-11.8	1.4	0.0

Source: PubChem
